# Compound activity deposited in PubChem BioAssay by National Center for Advancing Translational Sciences (NCATS).
# Lipid storage S3 – qHTS Assay for Lipid Storage Modulators in Drosophila S3 Cells. Drosophila S3 cells, BODIPY lipid droplet fluorescence, 18-24 h; cells fed with added oleic acid. lipid storage change, negative = inhibition, % at the top dose, mostly 46.1 µM; hits show Potency in µM. 320,000 tested, 0.64% active; active = well fitted inhibition curve with a large enough effect in the signal ratio, with a control signal flat, not every such curve was filed as active; inconclusive = small, poorly fitted or top-dose-only effect, or effect the other way, or a change in a side signal; the % refers to the signal ratio
#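 Drosophila S3 cells loaded with oleic acid (400 uM, as added) and compounds at several concentrations; lipid droplets imaged by 488-nm laser-scanning cytometry, 500–530 nm intensity and object ratio to cell channel. Percent activity normalized to 20 uM Triacsin C.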
# Lipid storage S3 cell count max – second read-out of Lipid storage S3, no call of its own (marks repeat the call); cell number change, %; measured here: cell count max response;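 cells counted by Cell Tracker Red CMTPX staining in the red channel; peak over a dose series mostly up to 46.1 µM; percent activity relative to internal control wells on each plate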
# The depositor's hits bear a star; i = inactive; ? = inconclusive; . = not tested or not shown; [ ] = remark or other dose. % is scaled to controls: 0 for no effect and ±100 for the full control effect; potency is read from the fitted curve at half-maximal effect.
SMILES,Lipid storage S3,Lipid storage S3 cell count max
CCN(CC)S(=O)(=O)c1ccc(C(=O)NCc2ccc3c(c2)OCO3)cc1,13.9%,17.4
CC1CCCCN1CCNC(=O)C1CC(=O)N(c2ccc(F)c(Cl)c2)C1 (centres undefined),?,.
COc1cc2c(cc1NC(=O)CSCC(=O)O)oc1ccccc12,15.8%,3.7
O=C(Cc1ccc(F)cc1)Nc1ccc(F)c([N+](=O)[O-])c1,?,.
O=C(c1ccc2ccccc2n1)N1CCN(Cc2c(F)cccc2Cl)CC1,?,.
COc1ccc(NC(=O)C23CCC(C2)C(C)(C)C3=O)cc1 (centres undefined),?,.
O=C(O)c1ccc(N/N=C/c2ccc(OC(=O)c3cccc(Cl)c3)cc2)cc1,?,.
Cc1cc(OCc2cc(C(=O)N(C)CCCN3CCOCC3)no2)cc(C)c1Cl,i,.
Cc1nn(-c2ccccc2)c(C)c1-c1cc(C(=O)N/N=C/c2cccnc2)[nH]n1,?,.
COc1ccc(-c2ccnc3nc(N4CCN(c5ccccc5)CC4)nn23)cc1,i,.
COc1cc(C2NC(=S)NC(C)=C2C(=O)c2ccccc2)ccc1O (centres undefined),?,.
CCCCCC1CCC(C(=O)NCCN2CCOCC2)CC1 (centres undefined),7.4%,11.9
C=CCSc1nnc2c(n1)OC(c1c(C)[nH]n(-c3ccccc3)c1=O)Nc1ccccc1-2 (centres undefined),-4.3%,-3.2
O=C1CNC(=S)N1CCCc1ccccc1,0.3%,5.8
COc1ccc2c(c1)[nH]c1c(=O)n(/N=C/c3ccc(OC)c(CN4CCCCC4)c3)cnc12,?,.
Cc1ccc(CC(=O)NCc2ccc3c(c2)OCO3)cc1,?,.
CCc1ccc(CNC(=O)CCC(=O)n2ncc3cc(C)ccc32)cc1,?,.
COCCn1cnc2c(c1=O)c1nc3ccccc3nc1n2/N=C/c1ccc(OC)c(OC)c1,-10.9%,-14.1
Cc1ccc(Oc2nc3ccccn3c(=O)c2/C=C(\C#N)C(=O)Nc2c(C)n(C)n(-c3ccccc3)c2=O)c(C)c1,-9.5%,2.7
CN(C)C(=O)N1CCNCC1,?,.

# One compound at a time, as listed above. Values in the order: Lipid storage S3	Lipid storage S3 cell count max
# Profile of COc1ccc(NC(=O)C23CCC(C2)C(C)(C)C3=O)cc1 (centres undefined) = ?	.
# Profile of CN(C)C(=O)N1CCNCC1 = ?	.

# Among those listed so far, these have four or more nitrogen atoms.
SMILES,Lipid storage S3,Lipid storage S3 cell count max
Cc1nn(-c2ccccc2)c(C)c1-c1cc(C(=O)N/N=C/c2cccnc2)[nH]n1,?,.
COc1ccc(-c2ccnc3nc(N4CCN(c5ccccc5)CC4)nn23)cc1,i,.
C=CCSc1nnc2c(n1)OC(c1c(C)[nH]n(-c3ccccc3)c1=O)Nc1ccccc1-2 (centres undefined),-4.3%,-3.2
COc1ccc2c(c1)[nH]c1c(=O)n(/N=C/c3ccc(OC)c(CN4CCCCC4)c3)cnc12,?,.
COCCn1cnc2c(c1=O)c1nc3ccccc3nc1n2/N=C/c1ccc(OC)c(OC)c1,-10.9%,-14.1
Cc1ccc(Oc2nc3ccccn3c(=O)c2/C=C(\C#N)C(=O)Nc2c(C)n(C)n(-c3ccccc3)c2=O)c(C)c1,-9.5%,2.7

# Following part.
SMILES,Lipid storage S3,Lipid storage S3 cell count max
CCOc1ccc(CN2CCNC(=O)C2CC(=O)NCc2csc(C(C)C)n2)cc1 (centres undefined),?,.
Clc1ccc(-c2cc(CN3CCOCC3)no2)cc1,?,.
N#Cc1cn(-c2ccccc2)nc1-c1ccccc1,?,.
CCC(C)C(NC(=O)c1ccc(Cl)cc1)C(=O)Nc1cccnc1 (centres undefined),?,.
C=CCNC(=O)CN(c1ccccc1OCC)S(=O)(=O)c1ccc(C)cc1,i,.
CC(C)(C)c1ccc(NC(=O)COC(=O)C2=COCCO2)cc1,?,.
COc1cc(/C=N/NC(=O)c2ccc(Cl)cc2)ccc1OCC(=O)N1CC(C)OC(C)C1 (centres undefined),?,.
COc1ccc(NS(=O)(=O)N2CCOCC2)cc1,?,.
CCN1/C(=C\C(=S)Nc2ccccc2)Sc2ccccc21,-14.4%,-12.1
FC(F)(F)c1cc(-c2ccco2)nc(-n2nc(C(F)(F)F)cc2C2CC2)n1,-1.4%,12.8
CCCC12CN3CCN(CC(C3)/C1=N\NC(=O)Nc1ccccc1)C2,?,.
CCCCNC(=O)c1cn(CC)c2ccc(S(=O)(=O)N3CCCCCC3)cc2c1=O,i,.
COc1cccc2sc(N)nc12,?,.
Cc1ccc(NC(=O)c2ccc(Cl)c(S(=O)(=O)N3CCCC3)c2)nc1,?,.
CC(C)c1ccc(NC(=O)CN2CCN(c3ccccn3)CC2)cc1,?,.
CCN(CC)c1ccc(/C=C2\SC(N)=NC2=O)cc1,?,.
O=C(CCl)N(C1CCCC1)C1CCS(=O)(=O)C1 (centres undefined),?,.
Nc1nc(N2CCOCC2)nc(N(c2ccccc2)c2ccccc2)n1,?,.
CCC(C)NC(=O)c1ccc(CS(=O)(=O)Cc2ccc(Cl)cc2)o1 (centres undefined),i,.
COc1ccc(S(=O)(=O)Nc2ccc3c(c2)n(C)c(=O)n3C)cc1C,?,.
CCOc1ccc(CNC(=O)CCCc2cn(C)c3ccccc23)cc1OC,?,.
O=C(CN(Cc1cccs1)C(=O)CNS(=O)(=O)c1ccccc1)NC1CCCC1,-9.8%,0.2
O=S(=O)(NC1CCC(NS(=O)(=O)c2c(F)cccc2F)CC1)c1ccc2c(c1)OCCO2 (centres undefined),?,.
Cc1ccc(Nc2nc(NCCCN3CCOCC3)nc(N)c2[N+](=O)[O-])cc1,?,.
COC(=O)c1cc(NC(=O)Cc2ccc(OC)cc2)cc(C(=O)OC)c1,?,.
COc1ccc(/C=C/C(=O)NCCc2nc3ccccc3[nH]2)cc1,-0.3%,-8.5
CCOC(=O)c1c(NC(=O)COC(=O)C2CCC2)sc(C(=O)N(C)C)c1C,?,.
CCN1C(=O)C(O)(CC(=O)/C=C/C=C/c2ccccc2)c2ccccc21 (centres undefined),?,.
CN1C(=O)C(C)(C)c2cc(S(=O)(=O)N3CCCC(C(=O)Nc4ccc(Cl)cc4)C3)ccc21 (centres undefined),?,.
O=C(O)c1nn(Cc2csc(-c3ccccc3)n2)c(=O)c2ccccc12,i,.
CCOc1cc(-c2noc(CCC(=O)NCC3CCCO3)n2)ccc1OC (centres undefined),i,-9.5
COc1cc2c(=O)c(-c3ccc(O)cc3)coc2cc1OC1OC(CO)C(O)C(O)C1O (centres undefined),19.3%,13.2
CCC(C)(C)NC(=O)C(Sc1ccccc1)c1ccccc1 (centres undefined),-9.0%,8.7
CC(C)=CCC/C(C)=C/C=N/NC(=O)c1ccc([N+](=O)[O-])cc1,-3.9%,-10.4
O=C(O)Cc1c(-c2ccccc2)c2cc(Cl)ccc2[nH]c1=O,?,.
COc1cc(C)c(S(=O)(=O)N2CCN(C)CC2)cc1C,3.8%,9.7
COC(=O)C(C)NC(=O)C1CCCN1C(=O)CNC(=O)OCc1ccccc1 (centres undefined),i,-1.8
CCCCNC1=NCCS1,-16.9%,-34.1
CN(C)c1ccc(C(=S)N2CCN(c3ccccc3)CC2)cc1,8.5%,0.9
Cc1nn(Cc2ccccc2)c(Cl)c1/C=N/NC(=O)CNc1cccc(C(F)(F)F)c1,i,-28.1

# Quoted from the results shown (five entries):
SMILES,Lipid storage S3,Lipid storage S3 cell count max
COc1cc(C)c(S(=O)(=O)N2CCN(C)CC2)cc1C,3.8%,9.7
COC(=O)C(C)NC(=O)C1CCCN1C(=O)CNC(=O)OCc1ccccc1 (centres undefined),i,-1.8
CCCCNC1=NCCS1,-16.9%,-34.1
CN(C)c1ccc(C(=S)N2CCN(c3ccccc3)CC2)cc1,8.5%,0.9
Cc1nn(Cc2ccccc2)c(Cl)c1/C=N/NC(=O)CNc1cccc(C(F)(F)F)c1,i,-28.1

# Other compounds:
SMILES,Lipid storage S3,Lipid storage S3 cell count max
Cc1c(N=Cc2ccncc2)c(=O)n(-c2ccccc2)n1C,?,.
O=C(Cn1nc(C(=O)O)c2ccccc2c1=O)c1c[nH]c2ccccc12,0.5%,-1.7
COc1ccc(-c2cc(C)no2)cc1S(=O)(=O)Nc1ccc(NC(C)=O)cc1,?,.
COc1ccc(S(=O)(=O)N(CCC(=O)O)Cc2ccccc2)cc1,?,.
Clc1ccc(N2CCN(Cc3ccco3)CC2)cc1,11.9%,9.6
CCN(CC)S(=O)(=O)c1ccc(-c2nnc(SCC(=O)c3ccc(OC)cc3)o2)cc1,?,.
Cc1cc(-c2nnc(SCC(=O)Nc3ccc(F)cc3)n2N)n[nH]1,i,-0.2
Cc1ccccc1OCC(=O)NCCN(C)C,?,.
O=C1C=C(c2ccc(C(=O)O)cc2)C[C@@H](c2ccc3c(c2)OCO3)C1,?,.
COCc1[nH]nc2c1C1(CCSCC1)C(C#N)=C(N)O2,?,.
CN1CCN(S(=O)(=O)c2cccc(C(=O)O)c2)CC1,?,.
COc1ccccc1S(=O)(=O)Nc1cccc(-c2nnc3n2CCCCC3)c1,?,.
CCOCC(=O)Nc1cccc(NC(C)=O)c1,11.4%,-7.0
CC(C)[C@H](NC(=O)OC(C)(C)C)C(=O)N/N=C/c1cccc2nccnc12,?,.
Cc1ccc(C(=O)N(CC(=O)NC2CCCC2)c2ccc(F)cc2)s1,i,6.7
CCCC(=O)Nc1c(-c2ccccc2)c(=O)c(C)nn1-c1ccccc1,-0.2%,17.5
COc1ccc(CCNC(=O)C2CCCN(S(=O)(=O)c3cccc4nonc34)C2)cc1OC (centres undefined),13.2%,-7.6
CCN1CCN(CC(=O)N2N=CCC2c2ccccc2)CC1 (centres undefined),?,.
CC(C)C[C@H](NC(=O)c1[nH]cnc1C(=O)N[C@@H](Cc1ccccc1)C(=O)OCc1ccccc1)C(=O)OC(C)(C)C,?,.
Cc1ccc(S(=O)(=O)N2CCOCC2)cc1NC(=O)Cn1ccsc1=N,?,.
Cc1ccc2c(c1)[nH]c1c(=O)n(CCCN3CCOCC3)cnc12,14.3%[9.22 µM],.
COc1ccc(-c2cnn(C3CCS(=O)(=O)C3)c2N)cc1 (centres undefined),?,.
COc1ccc(/C=N/NC(=O)c2ccc(CSc3nc(C)cc(C)n3)cc2)c(OC)c1OC,?,.
CN(C)c1ccc(CNn2cnnc2)cc1,?,.
COc1cc(CN2CCNC(=O)C2CC(=O)N(C)Cc2cccnc2)cc(OC)c1 (centres undefined),27.1%,-2.5
Cc1ccnc(NC(=O)c2ccc([N+](=O)[O-])s2)c1,11.2µM*,-22.0*
C=CCN1C(=O)/C(=C\c2ccc(Cl)cc2)N=C1SCC(=O)NCCC,?,.
COc1ccc(/C=C2\SC(=N)N(c3ccc(F)cc3)C2=O)cc1OC,-2.4%,-19.4
Cc1ccc2nc(N/N=C/c3ccccc3C#N)nc(-c3ccccc3)c2c1,-26.2%,-24.7
OCC1(Cc2ccccc2Cl)CCN(C/C=C/c2ccccc2)CC1,5.3%,4.3
CCOc1ccccc1CNc1ccc(N2CCOCC2)c(C(=O)O)c1,-11.6%,-0.8
CC1Oc2ccccc2N(CC(=O)N2CCCC2)C1=O (centres undefined),?,.
Nc1ccc(Cl)cc1C(=O)OCC(=O)NC1CCS(=O)(=O)C1 (centres undefined),-3.1%,8.4
COc1ccc2[nH]c(=O)c(CN(C)C(=O)c3cccs3)cc2c1,5.0%,15.2
COc1ccc2c(c1)C(SCC(=O)NCCc1ccccc1)CC(C)(C)O2 (centres undefined),-9.4%,5.9
CCCc1nnc(NC(=O)c2cc3ccccc3oc2=O)s1,i,2.4
COc1ccc(S(=O)(=O)N2CCCCC2)cc1NC(=O)CCNC(=O)c1ccc(Br)cc1,17.9%,13.6
CC1(C)CC(=O)C(C=Nc2ccccc2)=C(O)C1,-24.6%,-14.7
CC1CCc2c(nc3ncnn3c2N2CC(C)OC(C)C2)C1 (centres undefined),?,.
CCCN(CCC)Cc1c(C(=O)N/N=C/C(C)=C\c2ccco2)nnn1-c1nonc1N,11.6µM*,-11.1*
Cn1c(CCNC(=O)c2ccco2)nc2cc(NC(=O)C3CCCCC3)ccc21,5.7%,3.9
CCN(CC)C(=O)CSc1nc2cccnc2n1-c1ccccc1OC,?,.
O=c1cc(CN2CCN(Cc3ccccc3)CC2)c2ccc(O)cc2o1,?,.
O=C(N/N=C/c1cc(Cl)cc([N+](=O)[O-])c1O)NC12CC3CC(CC(C3)C1)C2,?,.
COC(=O)c1nn(-c2ccc(OC)cc2)c(=O)cc1NN,-7.2%,.
CSc1ccccc1OCc1cc(C(=O)N(C)Cc2cnccn2)no1,i,-20.5
CN(C)CC(=O)c1c[nH]c2ccccc12,4.1%,2.6
Oc1ccccc1C1=Nc2ccccc2N=C(c2ccco2)C1,?,.
Cc1ccc2c(CC(=O)OCc3cc(=O)n4c(n3)sc3ccccc34)coc2c1,6.9%,-0.2
Cn1c(=O)c(C(=O)Nc2cnccn2)c(O)c2ccccc21,?,.
Cc1ccc(NC(=O)C(=O)NCC2CCCO2)cc1C (centres undefined),?,.
CCSc1nc(C)cc(Oc2ccc(=O)n(C)n2)n1,?,.
Cc1cc2c(cc(C(=O)OC(C(=O)NCc3ccco3)C(C)C)n2C)o1 (centres undefined),?,.
O=S(=O)(c1ccc(S(=O)(=O)N2CCC3(CC2)OCCO3)cc1)N1CCCC1,6.8%,7.2
CN1CCN(C(=O)/C(=C\c2cccc([N+](=O)[O-])c2)NC(=O)c2cccs2)CC1,-17.1%,1.8
Cc1nnc(SCC(=O)NCc2ccc3c(c2)OCO3)[nH]c1=O,?,.
CCOc1ccc(C(=O)NCC(=O)OCc2csc(-c3ccccc3)n2)cc1,-17.7%,-2.0
CC(C)c1ccc(NC(=O)COc2ccccc2)cc1,?,.
O=C(CN1CCCCCC1)Nc1ccccc1F,?,.
CCCC(=O)Nc1c(C)n[nH]c1C,-6.3%,4.6

# These rows are one share of the data. The share of hits here may be higher or lower than overall.
